# Screening data as filed in PubChem.
# PRMT1 FP inh: inhibitors of human PRMT1 | recombinant PRMT1, activity-based probe fluorescence polarization | hit rate 1.3% among 370,000 | AID 652257 | inhibition, % at 2.79 µM | Q99873;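 active = inhibition above about 21% made by adding two undisclosed values, limit read from the data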
# TCR CD3 inh: human TCR-CD3 binding inhibition | TAMRA-labeled TCR probe fluorescence, biochemical | inhibition, % at 9.4 µM | hit rate 0.37% among 360,000 | AID 651800; in the data active = inhibition above about 19%;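 note: recombinant mutant TCR 2C K166C tagged with TAMRA read by polarization; 0% = receptor in buffer alone and 100% = receptor with positive control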
# proKLK7 act: activators of human kallikrein-7 zymogen | purified proKLK7, EDANS-DABCYL substrate fluorescence; 100% is mature enzyme control, 0% vehicle | hit rate 0.9% among 370,000 | activation, % at 7 µM;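 active = activation above the mean of all tested compounds plus 3 SD, computed per campaign excluding outliers beyond control limits, cut at about 13% in these data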
# Target sequence (P49862 whole entry, looked up): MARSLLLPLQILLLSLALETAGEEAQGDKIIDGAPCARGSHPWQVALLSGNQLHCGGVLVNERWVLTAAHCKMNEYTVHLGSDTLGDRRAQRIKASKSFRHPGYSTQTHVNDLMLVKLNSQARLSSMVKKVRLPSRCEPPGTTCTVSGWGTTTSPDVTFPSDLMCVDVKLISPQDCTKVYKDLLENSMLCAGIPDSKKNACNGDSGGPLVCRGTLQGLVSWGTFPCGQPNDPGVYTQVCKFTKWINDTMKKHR
# LEDGF integ inh: blocks HIV-1 LEDGF/p75-dependent DNA integration; TR-FRET IN-LEDGF/p75 DNA integration, Eu/Cy5; inhibition, % at 3.7 µM; hit rate 0.64% among 370,000;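 active = inhibition above the screen-wide mean plus 3 SD, cut at about 13% in these data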;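 note: signal is the Cy5 over europium emission ratio at 671 and 618 nm; 0% = plate median of compound wells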
# MBD2 DNA inh: MBD2-methylated oligo binding inhibition | TR-FRET, MBD2 binding to methylated oligonucleotide | AID 686964 | inhibition, % at 4.4 µM | Q9UBB5 | hit rate 0.31% among 370,000; in the data active = inhibition above about 13%
# TDP2 inh: blocks human TDP2 phosphodiesterase activity | recombinant TDP2, T5PNP hydrolysis, p-nitrophenol absorbance 415 nm | inhibition, % at 12.8 µM | hit rate 0.34% among 370,000 | AID 720702;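 active = inhibition above the mean of all tested compounds plus 3 SD, set per campaign, cut at about 25% in these data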;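 note: 0% = DMSO with enzyme and 100% = buffer with substrate but no TDP2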
#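 Evaluation: % inhibition relative to enzyme-containing and enzyme-free wells. Material: recombinant human TDP2. Benchmarks: enzyme-free and DMSO wells. Timing: enzyme reaction with compound for 2 h at 37 °C. Compound dosing: 12.8 µM only. Measured by: p-Nitrophenol epi absorbance. Reagent: T5PNP substrate at 5 mM, a TopII-DNA adduct mimic. Replication: single well per compound.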
# Tn6 DDE FP: disrupts Tn6 cyclic peptide binding to fibrin D-Dimer-E complex; Fibrin DD(E) TRITC-Tn6 fluorescence polarization displacement; AID 720509; inhibition, % at 8.3 µM; hit rate 0.21% among 370,000; P02675;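 active = inhibition above a per-campaign cutoff: mean of compounds within control limits plus 3 SD, cut at about 15% in these data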;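 note: 0% = median of all compound wells on the plate and 100% = blocking peptide control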
# Tn7 DDE FP: disrupts Tn7 cyclic peptide binding to fibrin D-Dimer-E complex; P02675; FP displacement of FITC-Tn7 peptide from fibrin DD(E); 0% = median of compound wells per plate; inhibition, % at 8.3 µM; hit rate 0.13% among 370,000; AID 720508;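 active = inhibition above the mean of compounds falling within the control limits plus 3 SD of them, cut at about 14% in these data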;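 note: 0% = plate median of compound wells and 100% = 10 µM Aha-Tn7 peptide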
#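 Assay system: Human fibrin DD(E) protein | Medium: Tris buffer with calcium and detergent, pH 7.8 | Reagent: 0.1 µM fluorescent Tn7 | Compound dosing: Single point at 8.3 µM | Times: 10 min preincubation, 3 h with tracer, room temperature | Detection: Fluorescence polarization of the labelled Tn7 tracer | Controls: Aha-Tn7 high control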
# SIAE inh: human SIAE inhibition, primary screen; hit rate 0.69% among 370,000; inhibition, % at 9.66 µM; Q9HAT2; AID 1053197; SIAE FP-Rh probe binding, fluorescence polarization;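 active = inhibition above a cutoff: mean of compounds within the control limits plus 3 SD of those, cut at about 17% in these data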;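 note: 0% = plate median of compound wells and 100% = probe without SIAE protein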
# Target sequence (Q9HAT2 whole entry, looked up): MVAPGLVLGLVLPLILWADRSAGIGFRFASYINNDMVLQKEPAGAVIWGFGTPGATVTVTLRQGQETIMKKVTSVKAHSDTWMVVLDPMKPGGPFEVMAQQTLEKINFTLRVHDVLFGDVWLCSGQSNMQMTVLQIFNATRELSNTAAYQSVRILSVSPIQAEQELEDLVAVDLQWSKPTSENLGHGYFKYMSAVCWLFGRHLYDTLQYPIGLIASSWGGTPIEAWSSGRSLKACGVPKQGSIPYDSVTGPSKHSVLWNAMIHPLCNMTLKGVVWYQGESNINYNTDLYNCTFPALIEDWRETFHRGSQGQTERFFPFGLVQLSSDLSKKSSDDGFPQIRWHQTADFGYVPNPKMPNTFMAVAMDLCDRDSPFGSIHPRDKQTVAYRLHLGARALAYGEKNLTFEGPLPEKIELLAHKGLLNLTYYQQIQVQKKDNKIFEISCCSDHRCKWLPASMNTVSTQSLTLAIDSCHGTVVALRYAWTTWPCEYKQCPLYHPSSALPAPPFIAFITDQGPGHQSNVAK
# UHRF1 binding: human UHRF1 methylated DNA binding inhibitors; inhibition, % at 4.4 µM; Q96T88; hit rate 0.75% among 370,000; AID 687016; UHRF1 binding to methylated oligo, TR-FRET; in the data active = inhibition above about 21%;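 note: UHRF1 SRA domain binding a hemimethylated CpG hairpin DNA probe; 0% = median of test compound wells and 100% = reference inhibitor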
# * hit, by the source's call; . = no result given; & = joins results of further samples.
canonical_smiles,MBD2 DNA inh,Tn6 DDE FP,UHRF1 binding,TDP2 inh,Tn7 DDE FP,SIAE inh,LEDGF integ inh,TCR CD3 inh,proKLK7 act,PRMT1 FP inh
O=C(CCNC(=O)c1ccccc1Cl)Nc1ccncc1,6,-7,5,-1,-3,1,-4,-7,-0.2,4
CC(C)NCCOCCOc1ccccc1F,-1,0,-1,14,4,2,-1,-2,-0.1,-2
NC(=O)c1ccc(NC(=O)C2COc3ccccc3O2)cc1 (stereo not given),3,-7,2,-14,-3,6,-2,-5,0.3,2
c1ccc(Cc2nn3c(Cn4nnc5ccccc54)nnc3s2)cc1,-8,0,1,-5,-10,1,1,12,-0.1,8
CCOC(=O)C1CCN(c2cc3c(cc2NC(=O)c2ccc(OC)c(OC)c2)n(C)c(=O)n3C)CC1,0,-3,0,6,-2,8,-3,0,4.2,3
COc1ccc(-n2c(SCC(=O)NNC(=O)c3ccccc3C)nnc2-c2ccncc2)cc1,3,-2,-1,16,2,3,-3,7,-0.6,-1
COc1ccc(OC)c(NC(=O)CN2C(=O)C3(OCCCO3)c3ccccc32)c1,5,-3,2,2,-3,3,-1,-7,0.3,2
CC(C)C1CC2=C(C(=O)OC(C)(C)O2)C(c2ccc(Cl)cc2)O1 (stereo not given),-1,3,13,-7,3,-3,0,2,0.2,0
CC(=O)Nc1nc(CC(C)C)cc(-c2ccco2)c1C#N,0,2,-2,3,1,9,-3,7,1.6,-2
CCOc1cc(N2CCOCC2)c(OCC)cc1NC(=O)CN1CCCC1,1,3,4,16,9,8,-2,2,-0.3,3

# Compound profiles, from the list above:
# CCOC(=O)C1CCN(c2cc3c(cc2NC(=O)c2ccc(OC)c(OC)c2)n(C)c(=O)n3C)CC1 is listed with MBD2 DNA inh: 0; Tn6 DDE FP: -3; UHRF1 binding: 0; TDP2 inh: 6; Tn7 DDE FP: -2; SIAE inh: 8; LEDGF integ inh: -3; TCR CD3 inh: 0; proKLK7 act: 4.2; PRMT1 FP inh: 3
# CC(C)NCCOCCOc1ccccc1F is listed with MBD2 DNA inh: -1; Tn6 DDE FP: 0; UHRF1 binding: -1; TDP2 inh: 14; Tn7 DDE FP: 4; SIAE inh: 2; LEDGF integ inh: -1; TCR CD3 inh: -2; proKLK7 act: -0.1; PRMT1 FP inh: -2

# Additional results:
canonical_smiles,MBD2 DNA inh,Tn6 DDE FP,UHRF1 binding,TDP2 inh,Tn7 DDE FP,SIAE inh,LEDGF integ inh,TCR CD3 inh,proKLK7 act,PRMT1 FP inh
CCC(CC)CN1C(Nc2ccccc2)=NC[C@@H]1C,2,4,3,-8,-4,-4,0,0,-1.1,-2
COc1ccccc1CNC(=O)CN1C(=O)N(C)C2(CCCCC2)C1=O,-5,8,0,-4,-3,1,3,12,0.8,-3
CCCCN1CN2Cc3cc(OC)ccc3C2CS1(=O)=O (stereo not given),-5,7,-4,10,-3,-1,0,.,-0.6,0
CCc1nc2ccccc2n1CC(=O)NC1CCS(=O)(=O)C1 (stereo not given),2,8,0,2,9,0,0,2,-0.3,-1
O=C(c1ccc(COc2ccccc2Cl)o1)N1CCN(Cc2ccc3c(c2)OCO3)CC1,1&-3,-7&3,0&-2,-9&-7,-7&-3,4&3,1&0,2&6,0.4&0.4,2&-2
CCOC(=O)N/N=C/c1ccc(Oc2ccccc2)cc1,2,1,2,7,-5,-10,-1,-4,0.4,4
O=C(CCl)NCCNC(=O)c1cc(OCC(F)(F)F)ccc1OCC(F)(F)F,4,11,3,-1,5,-2,-3,-1,0.3,2
O=C(CN1C(=O)NC2(CCc3ccccc32)C1=O)Nc1ccc(Br)cc1F (stereo not given),-3,2,0,6,2,10,0,-6,-0.1,5
CCn1c(CNc2ccc(C)cc2C)nnc1SCC(=O)N1CCCc2ccccc21,1,2,1,-3,3,-2,-3,-6,-0.1,-1
CCCn1nc(-c2ccccc2)c2nc3ccccc3nc21,5,4,1,-1,0,1,-1,-4,1.1,-1
COc1ccc(-n2c(C)cc(C)c(C(C)=O)c2=S)cc1,2,-2,4,-4,8,-7,0,-10,0.3,2
COc1ccc2nc(C3CCCCC3)c3c(c2c1)CCC3,-1,-5,6,-2,-2,-2,-1,4,-0.3,-3
CCOc1ccc2c(c1)n([O-])c1c([n+]2=O)CCCC1,-6,7,-8,10,-5,4,0,4,1.4,7
CC(C)c1ccc(/C=C/C(=O)Nc2nc3ccc([N+](=O)[O-])cc3s2)cc1,-1,7,5,-1,8,-11,-1,-10,0.2,2
CCN1/C(=C\C=C2\C(=O)N(c3ccccc3)C(=S)N2C)Sc2ccccc21,3,0,2,-4,2,-17,-1,-6,0.0,8
Cc1ccc2c(c1)Oc1ccc([N+](=O)[O-])cc1C(=O)N2,2,1,12,4,3,6,-2,3,-0.1,-1
O=C(c1ccco1)N1CCN(C(=O)c2cc3c(s2)-c2ccccc2OC3)CC1,-5,-2,1,0,-4,-4,0,3,23*,-6
COc1ccc(C2CC(c3cccs3)=NN2C(=O)CSc2nncs2)cc1OC (stereo not given),1,1,-1,8,8,3,0,10,1.0,0
COc1ccc(/C=C2\C(=O)NCC(=O)N2Cc2ccccc2)cc1,-1,-3,4,-5,-5,-3,4,-10,0.3,-2
COC(=O)N/N=C/c1ccc(OS(=O)(=O)c2ccc(C)cc2)c(OC)c1,0,5,3,-10,-4,-3,-5,3,1.1,1
COc1ccc(CCNC(=O)c2cc(-c3ccccc3)c(N3CCOCC3)s2)c(OC)c1OC,2,-5,-3,7,-2,2,-2,7,-0.1,2
CC1(C(=O)N2CC3(CC(c4ccccc4)=NO3)C[C@H]2C(=O)NCC(N)=O)CC1 (stereo not given in full),0,-4,-1,7,0,4,-1,0,-4.1,2
CC(C)COc1ccc(Cc2cnc(N)nc2N)cc1,5,2,4,-7,0,-2,-1,0,-0.2,5
COC(CNC(=O)c1ccc2c(c1)ncn2-c1cccc(C)c1)OC,4,-1,1,7,-5,11,-1,-3,-0.4,-1
O=C(N=C1c2ccccc2CN1c1ccc(F)c(F)c1)c1cccnc1,4,1,3,8,-2,-1,2,11,0.1,0
Cc1ccc(-c2nc3ccccc3c(=O)n2N)cc1,-2,2,2,-1,2,6,2,8,0.0,1
COc1cccc(S(=O)(=O)N(C)C[C@@H]2OCc3cnnn3CCCC(=O)N([C@H](C)CO)C[C@H]2C)c1,1,10,-4,-5,3,3,0,-1,0.3,0
CC(C)(C)c1ccc(C(=O)Nc2ccc(NC(=O)c3ccco3)cc2)cc1,1,-3,1,10,0,-10,-2,0,-0.3,5
COc1cc2c(cc1OC)C(C)N(C(=O)Nc1ccc(F)cc1)CC2 (stereo not given),6,2,1,-10,1,7,2,-1,0.2,5
CC(C)CC(=O)Nc1ccc2c(c1)nc(CCN1CCOCC1)n2C,2,6,6,13,-9,10,-1,4,-0.3,-3
CSc1nsc(SCC(=O)Nc2ccc(Cl)c(C(=O)O)c2)n1,-3,3,2,8,1,1,4,7,0.0,-2
Cc1cccc(NC(=O)CSc2nnc(CNC(=O)c3ccc(S(=O)(=O)N(C)C)cc3)n2-c2ccc(F)cc2)c1,1,3,4,-3,-3,-13,-2,4,0.2,3
COc1ccc(CNS(=O)(=O)c2ccc(F)c(C(=O)Nc3ccccc3OC)c2)cc1,0,-4,1,1,4,-7,-2,-8,0.7,4
O=C1S/C(=C\c2ccc(N3CCOCC3)o2)C(=O)N1Cc1c(F)cccc1Cl,-4,4,-2,11,0,4,0,-4,0.1,5
COc1ccc(-c2nc(N)c(C#N)c(-c3cccnc3)c2C)cc1,1,2,1,2,7,-2,-7,-1,1.0,6
O=C(/C=C/c1ccccc1)N1CCN(Cc2nc3ccccc3c(=O)[nH]2)CC1,2,3,-3,6,-1,-1,0,-1,0.2,1
CCOCCCNC(=O)C1CCC(CNS(=O)(=O)c2ccc(OC)cc2)CC1 (stereo not given),8,-3,1,-3,1,-5,-1,-1,-0.7,5
C/C(=N/NC(=O)CNC(=O)CCc1ccccc1)c1ccc(Cl)cc1,0,3,7,-14,1,-6,-1,-1,0.2,9
O=C(NNS(=O)(=O)c1ccccc1)c1ccccc1-n1cccc1,0,-6,-1,15,6,-1,-1,6,-0.1,-1
COC(=O)c1ccc(C(=O)OC)c(NC(=O)CSCc2ccc(Cl)cc2)c1,2,3,-1,7,4,0,-2,1,0.3,-2
COC(=O)CN(c1cc(C(F)(F)F)ccc1Cl)S(C)(=O)=O,3,8,0,-10,2,0,1,0,-0.3,-3
COc1cc(C2Nc3c(F)cccc3C3C=CCC32)cc(Br)c1OC (stereo not given),0,-1,4,-9,-2,4,1,1,0.7,19
O=C(c1cccc(C(F)(F)F)c1)C1CCCN(C(=O)CCCN2CCCC2=O)C1 (stereo not given),6,10,0,-6,4,-1,4,4,0.4,-2
NC(=O)c1ccc(-n2nc(C(F)(F)F)c3c2CCCC3)cc1,-2,-1,7,13,5,3,4,5,0.5,-1
COc1cccc(N(C(=O)c2snc(C(N)=O)c2N)C(C(=O)NCC2CCCO2)c2ccc(F)cc2)c1 (stereo not given),1,6,0,7,-7,2,-1,-5,-1.4,0
Cc1ccc(Cc2cnc(NC(=O)c3cccs3)s2)cc1,-1,-9,-3,-1,-7,-14,9,2,0.9,-1
O=C(Nc1cc(Oc2ccccc2)cc([N+](=O)[O-])c1)C12CC3CC(C1)CC(n1cnc(Cl)n1)(C3)C2,1,-6,-1,-10,-5,-41,7,5,0.0,-4
COC(=O)N1Cc2ccnnc2CC1c1ccccc1-c1ccc(OC)cc1 (stereo not given),-3,3,0,-6,-10,0,-3,-3,-0.4,5
Cc1ccc(NNC(=O)C(O)(c2cccc(C(F)(F)F)c2)c2cccc(C(F)(F)F)c2)cc1,1,-4,5,-13,-4,-6,-2,1,-0.4,3
COC(=O)c1sc(=S)n(-c2cc(F)ccc2F)c1N,-1,-4,3,14,0,3,-2,-2,0.3,7

# Next results.
canonical_smiles,MBD2 DNA inh,Tn6 DDE FP,UHRF1 binding,TDP2 inh,Tn7 DDE FP,SIAE inh,LEDGF integ inh,TCR CD3 inh,proKLK7 act,PRMT1 FP inh
O=C1N(Cc2cccnc2)C[C@@H]2C[C@@H](c3ccc4nonc4c3)N3CCC[C@@]123,0,4,2,8,-1,7,0,5,0.4,-1
Cc1ccc(-n2c(-c3cc(C)n(C)n3)n[nH]c2=S)cc1,4,-2,-3,1,-8,5,-2,4,0.1,-2
Cc1nnc(Oc2ccccc2)c2ccccc12,1,0,1,5,-2,2,-2,7,-0.3,-3
CC(C)OC(=O)c1cc(C(=O)c2cc(Cl)ccc2O)coc1=N,1,7,-2,-4,3,-9,2,5,-1.3,-2
COc1ccccc1N1C(=O)CC(Sc2n[nH]c(-c3cccc(C)c3)n2)C1=O (stereo not given),-1,-1,10,-8,-4,3,-5,6,-0.4,88*
CC(C)Cn1c(N)c(C(=O)COC(=O)C2CC(=O)N(c3ccc4c(c3)OCCO4)C2)c(=O)n(C)c1=O (stereo not given),1,-7,-1,-7,-6,-2,2,3,-0.4,-2
CCc1ccccc1NC(=O)Cn1nnc(C(=O)NCc2cccs2)c1N,1,-4,-3,5,-4,-6,3,1,0.2,-1
